Assay outcomes: PubChem BioAssay, several laboratories
AI-2 QS mod: modulates the Vibrio harveyi AI-2 quorum sensing system | Vibrio harveyi JMH597 AI-2 luminescence/OD600 ratio, 9 h; hits give low values; strain lacks LuxN and CqsS sensors; 0 = neutral-control median | activity change, % at 7.5 µM | 0.4% of 300,000 active | AID 2094; in the data active = activity change below about -75%, passing the limit was not always enough;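 also: luminescence divided by OD600 gain over 9 h not by final OD600 alone; inactives centre near 13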
Dyrk1A ADPGlo: inhibitors of rat Dyrk1A kinase; inhibition, % at 12.5 µM; AID 504441; ADP-Glo luminescence, NFATc1 peptide; Q63470; 0.43% of 310,000 active; in the data active = inhibition above about 50%;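 also: plate controls were vehicle with enzyme for no effect and no enzyme for full effect; many of its hits are not listed in these tables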
HDAC3 inhib: human HDAC3 inhibition. recombinant HDAC3, fluorogenic peptide/trypsin coupled, fluorescence. inhibition, % at 8.3 µM. 0.15% of 320,000 active; in the data active = inhibition above about 26%, passing the limit was not always enough
GSK3A inh: blocks human GSK-3 alpha kinase; P49840; ADP-Glo luminescence, 60 min; inhibition, % at 10 µM; 0.1% of 320,000 active;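 in the data active = inhibition above about 50%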;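 also: GST-tagged GSK-3 alpha with peptide substrate and 25 µM ATP; 0% = DMSO neutral wells and 100% = GW8510 positive control wells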
Target sequence (P49840 whole entry, looked up): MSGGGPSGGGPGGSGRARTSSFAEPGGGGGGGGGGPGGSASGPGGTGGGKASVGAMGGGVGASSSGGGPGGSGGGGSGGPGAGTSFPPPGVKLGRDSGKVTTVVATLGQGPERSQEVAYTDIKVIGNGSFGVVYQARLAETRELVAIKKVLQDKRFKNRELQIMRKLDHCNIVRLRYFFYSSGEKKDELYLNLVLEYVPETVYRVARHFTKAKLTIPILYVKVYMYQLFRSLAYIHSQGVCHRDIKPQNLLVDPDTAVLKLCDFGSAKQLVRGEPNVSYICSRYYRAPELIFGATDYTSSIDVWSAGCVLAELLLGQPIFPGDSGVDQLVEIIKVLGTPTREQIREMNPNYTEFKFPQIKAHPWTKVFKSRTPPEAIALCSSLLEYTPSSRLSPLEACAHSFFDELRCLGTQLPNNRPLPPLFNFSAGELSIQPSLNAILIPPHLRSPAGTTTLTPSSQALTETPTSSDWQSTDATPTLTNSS
HSF1 activator: increases HSF-1 driven luciferase reporter signal | NIH3T3-HGL HSF-1 luciferase reporter, MG132, 8 h; 100% = twice DMSO control signal | activation, % at 9 µM | 1.7% of 300,000 active | AID 504408;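 active = mean replicate activation of at least 50% with a set share of replicates each reaching 50%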;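 also: 0% = median of the neutral control wells and 100% = twice that signal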
PolyA inhibitor: yeast polyadenylation inhibition; calls only at 12 µM; 0.02% of 300,000 active; AID 1875; S. cerevisiae SKY197-pL101 polyadenylation reporter, beta-gal luminescence; efflux-impaired pdr1/pdr3 knockout yeast; score 100 = 6 SD above DMSO;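 active = lowest replicate activity score at least 50, where 100 means six control SD above control mean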;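 also: yeast exposed to compound for 9 h at 30 °C; higher score means more reporter readthrough which indicates perturbed polyadenylation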
HSF1 inh: HSF1 inhibition | NIH3T3-HGL HSE-luciferase, MG132-induced, luminescence 8 h; hits give low values | activity change, negative = inhibition, % at 7.5 µM (by protocol) | 0.77% of 300,000 active | AID 2098;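 active = more than half of replicate wells show activity change below -50%, luminescence cut by over half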;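 also: luciferase reports HSF-1 transcriptional activity via heat shock element; 0% = median of DMSO wells and -100% = zero luminescence signal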
Platelet DG rel: modulates dense granule release in human platelets; human platelet-rich plasma, SFLLRN dense granule ATP release, luminescence; inhibition, %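 (compounds screened at 7.5 µM in platelet-rich plasma)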; 0.22% of 300,000 active; AID 1663;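 active = mean replicate score, as percent of positive control, at or above 50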
HSP90 inh: blocks HSP90-mediated luciferase refolding in reticulocyte lysate. AID 1789. Rabbit reticulocyte lysate, luciferase refolding luminescence, 3 h. 0.91% of 290,000 active. inhibition, % at 5.6 µM;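 active = inhibition above the screen-wide mean plus 3 SD, computed separately per campaign, cut at about 16% in these data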;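 also: 0% = DMSO wells and 100% = 60 µM geldanamycin wells; inhibitors lower the luminescence because luciferase stays unfolded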
GSK3beta inhib: inhibitors of human GSK3beta kinase; P49841; GST-GSK3beta kinase, ADP-Glo luminescence, 60 min; hits give low values; activity score (negative = inhibition), % at 10 µM; 0.038% of 300,000 active; AID 2097;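 active = more than half of replicate wells score below -50%, meaning over 50% inhibition versus plate controls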;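 also: 0% = median DMSO wells and -100% = median GW8510 positive control wells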
Target sequence (P49841 whole entry, looked up): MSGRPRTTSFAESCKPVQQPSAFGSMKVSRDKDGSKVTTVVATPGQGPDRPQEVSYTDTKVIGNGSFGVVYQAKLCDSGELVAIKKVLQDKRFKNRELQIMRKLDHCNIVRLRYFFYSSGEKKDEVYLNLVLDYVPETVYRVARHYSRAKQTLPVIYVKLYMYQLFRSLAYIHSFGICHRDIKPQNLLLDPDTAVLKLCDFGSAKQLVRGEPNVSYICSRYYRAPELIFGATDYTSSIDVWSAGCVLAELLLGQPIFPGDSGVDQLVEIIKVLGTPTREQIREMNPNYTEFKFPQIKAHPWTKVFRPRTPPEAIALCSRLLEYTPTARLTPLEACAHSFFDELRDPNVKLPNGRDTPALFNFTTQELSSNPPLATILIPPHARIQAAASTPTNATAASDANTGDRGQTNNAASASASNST
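Test system: GST-fused GSK3beta enzyme, cell-free | Quantity: 1.6 ng GST-GSK3beta enzyme per well | Reagent: 25 µM ATP with peptide substrate | Schedule: 60 min enzyme reaction, room temperature | Signal: Luminescent ADP-Glo measurement of ADP formed | Read-out basis: Score relative to plate controls | Control set: DMSO and 20 µM GW8510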
Starred values were filed as active, the others as inactive; i = inactive; . = no result given. Some of the compounds tested; count on the stated rates, not on these rows.

SMILES	AI-2 QS mod	Dyrk1A ADPGlo	HDAC3 inhib	GSK3A inh	HSF1 activator	PolyA inhibitor	HSF1 inh	Platelet DG rel	HSP90 inh	GSK3beta inhib
Cc1ccc2sc(C)[n+](CCO)c2c1	-5.2	-0.8	10.7	-2.9	-8.3	i	-13.9	-2.0	-2.1	0.0
CCOc1ccccc1OCCOCCOc1c(Cl)cccc1Cl	10.7	-3.1	0.4	1.5	-65.4	i	-52.9*	-3.0	-6.8	-2.9
O=C(CNC(=O)c1cccs1)NCC(=O)OCc1ccc(F)cc1	23.0	3.4	5.5	.	2.7	i	-4.5	8.6	-0.2	0.6
Cn1ncc(Cl)c1C(=O)Nc1ccc(Cl)cn1	-1.7	-0.1	-7.3	4.4	21.4	i	-1.4	0.7	1.2	0.7
O=C1c2ccccc2C(O)(Cc2ccccc2)N1Cc1ccco1 (centres undefined)	6.4	0.2	-1.0	-1.9	33.8	i	11.2	6.4	-3.3	-3.6
CCn1nc(C(=O)Nc2ccc3nc(C)sc3c2)c2ccccc2c1=O	16.0	-0.2	-0.6	-1.7	-30.5	i	-9.1	-0.2	0.3	3.8
COc1ccccc1CCNC(=O)C(=O)NCC1OCCN1S(=O)(=O)c1ccc(C)cc1 (centres undefined)	9.5	-2.3	-6.6	-1.9	7.8	i	3.9	6.0	-0.8	-3.5
O=C(Nc1nccs1)c1sc2cc(Cl)ccc2c1Cl	9.0	15.1	-4.4	-2.5	56.1*	i	25.6	3.0	-1.0	1.0
S=C(Nc1ccc2c(c1)OCO2)N1CCN(Cc2ccco2)CC1	18.6	6.3	-1.3	0.8	8.4	i	1.5	1.6	-1.4	1.2
Cc1ccccc1NC(=O)CSc1nnc(C2CC2)n1CC1CCCO1 (centres undefined)	17.3	-13.6	3.3	-0.8	-6.9	i	-4.3	-4.5	-5.6	0.9
COc1ccc(CNC(=O)C/C(C)=N/NC(=O)C(c2ccccc2)c2ccccc2)cc1	46.1	0.1	2.3	-0.7	5.1	i	0.1	-4.4	-2.0	-3.3
Cc1cccc(NC(=O)CSc2nc3nc4c(cc3c(=O)n2-c2ccccc2)CCCC4)c1	10.5	-4.8	-4.7	-2.5	42.6	i	12.5	5.4	-0.9	1.0
CC(=O)c1ccc(NC(=O)CN2C(=O)CCC2=O)cc1	7.1	-6.4	1.3	1.0	1.1	i	0.2	-9.6	3.0	1.7
O=C(c1ccncc1)N1N=C2CCCCCC2C1(O)C(F)(F)F (centres undefined)	-0.4	0.4	-6.8	-1.9	-10.1	i	-11.4	-0.4	-1.9	0.7
COc1ccc(/C=N\NC(=O)C2CCCC2)cc1Br	-2.4	2.1	-1.7	-0.6	1.5	i	1.6	-4.0	-0.8	-1.9
COc1ccc(NC(=O)C2CCC(=O)N2C(=O)OCc2ccccc2)cc1 (centres undefined)	48.1	5.9	-3.0	-1.2	-6.2	i	-0.8	-0.6	-5.4	3.2
O=C(Cc1c[nH]c2ccccc12)NCc1ccco1	8.3	5.3	-9.0	-1.5	9.1	i	-5.6	7.2	0.1	3.6
CC(=O)Nc1nnc(SCC(=O)NC2CCCC2)s1	17.5	-7.7	-3.0	0.8	6.7	i	-2.1	28.5	4.9	0.4
COc1ccc(-c2cc(C(=O)NCCc3ccc(S(N)(=O)=O)cc3)c3ccccc3n2)cc1	13.5	-1.8	-1.5	-3.1	26.1	i	8.8	-24.8	-2.0	-1.3
Cc1ccc(-c2cc(C(=O)NCc3cccs3)no2)cc1	37.5	-2.7	5.8	-2.2	23.9	i	6.6	-8.2	-0.9	-1.1
CC(=O)N1c2ccc(S(=O)(=O)N(C)CC(=O)NC3CCCC3)cc2CC1C (centres undefined)	34.4	3.7	2.2	-0.5	1.6	i	-2.0	6.2	-5.7	0.2
CS(=O)c1ccccc1COC(=O)Nc1ccccc1 (centres undefined)	8.8	-1.6	0.4	-3.9	-0.4	i	5.8	6.7	7.8	0.2
CCOC(=O)C1=C(C)N(CCCC(=O)O)C(=O)NC1c1ccc(OC)cc1 (centres undefined)	9.4	4.3	1.7	-2.6	-5.3	i	0.4	4.3	-1.8	-0.7
O=C(Nc1ncccn1)c1cc([N+](=O)[O-])cc([N+](=O)[O-])c1	11.9	-7.1	-2.1	-1.8	-2.6	i	-8.2	-12.0	2.5	4.4
Cc1ccc(N(C(=O)Cn2nnc(-c3ccccc3)n2)C(C(=O)NC2CCCCC2)c2ccccn2)cc1C (centres undefined)	7.9	-4.0	4.7	2.4	18.2	i	10.0	-1.9	0.3	2.5
More structures
SMILES	AI-2 QS mod	Dyrk1A ADPGlo	HDAC3 inhib	GSK3A inh	HSF1 activator	PolyA inhibitor	HSF1 inh	Platelet DG rel	HSP90 inh	GSK3beta inhib
CCSc1nnc2c(n1)[nH]c1c(C)cccc12	5.2	18.1	5.7	1.5	19.8	i	16.6	5.0	-3.2	-0.6
COc1ccc(CCNc2oc(-c3ccco3)nc2C#N)cc1	35.0	1.7	.	3.4	16.2	i	4.1	-6.0	-0.3	-2.4
COc1ccccc1NC(=O)CSc1nnc(NC(=O)C2CCC2)s1	12.8	-1.9	6.2	-6.2	21.6	i	2.7	0.7	5.2	0.2
O=C(CN1CCC(n2nnc3cc(F)ccc32)CC1)N1CCCc2ccccc21	4.2	2.9	0.5	2.0	12.4	i	-4.0	1.6	0.8	-0.9
Cc1cccc(N2C(=O)Cc3ccccc3C2=O)c1	29.6	-2.2	0.1	0.1	8.7	i	1.5	-4.9	-1.0	1.6
CC(C(=O)Nc1ccon1)N1C(=O)c2ccccc2S1(=O)=O (centres undefined)	29.9	1.8	-0.2	0.8	3.1	i	-3.2	-5.2	.	1.0
CCOc1ccc(NC(=S)N2CCC(N(C)CC3CCCO3)CC2)cc1 (centres undefined)	28.8	-0.2	0.1	-1.3	-6.1	i	-4.8	0.6	1.2	1.4
Cc1ccc(-c2nnn(CC(=O)N(c3ccccc3)C(C(=O)NC3CCCC3)c3ccncc3)n2)o1 (centres undefined)	11.8	-3.1	-6.7	-2.3	18.5	i	1.2	-14.9	-1.8	0.5
Cc1cccc(NC(=O)c2ccc(S(=O)(=O)N3CCN(C)CC3)cc2)c1C	9.3	-6.3	6.9	0.7	-16.6	i	2.0	.	1.2	0.3
COc1ccc(-c2nc(C)ncc2-c2ccc(Cl)cc2)c(O)c1	-6.8	3.3	-0.3	0.2	-1.1	i	-5.4	-10.1	2.0	-2.2
CCc1nnc(NC(=O)c2cccc(S(=O)(=O)N3CC(c4ccccc4)CC3=O)c2)s1 (centres undefined)	0.0	-6.4	2.8	.	-8.3	i	0.5	-1.2	3.0	0.2
COc1ccc(NC2CC(=O)N(C)C2=O)cc1 (centres undefined)	22.9	1.3	0.6	1.9	-23.5	i	-25.8	-1.1	1.6	0.2
Cc1nc(NC(=O)CSc2nnc(-c3ccc4c(c3)OCO4)o2)c(Cl)cc1Cl	0.0	0.2	0.6	7.8	21.9	i	4.0	0.9	4.4	-5.1
CCn1cc(Br)c(C(=O)NN)n1	-2.2	21.7	-1.2	-1.8	21.8	i	2.8	1.4	-1.1	2.3
CCN=C1NN=C(c2cc(C)n(Cc3ccco3)c2C)CS1	57.5	-3.4	6.3	4.7	-22.9	i	-16.2	-2.7	-1.6	-3.8
CC(Oc1ccccc1)C(=O)N1CCN=C1SCc1ccc(F)cc1 (centres undefined)	13.0	11.5	5.3	-0.4	3.5	.	6.5	-3.7	-2.2	-1.8
COc1cccc(C(=O)NCCS(=O)(=O)N2CCN(C(=O)c3ccco3)CC2)c1	21.7	5.4	-3.5	-6.5	-1.8	i	-3.8	4.6	.	1.5
Cc1ccc(NC(=O)CSCC#N)cc1Cl	13.2	1.7	3.0	-3.3	-5.7	i	-6.2	1.1	4.9	0.1
Cc1c(/C=N/NC(=O)C2(O)c3ccccc3-c3ccccc32)cnn1C	30.6	-4.9	-0.2	-0.5	-5.4	i	-10.5	-10.1	-2.2	-4.2
O=C(NCCc1ccccc1)C1CCN(C2CCN(Cc3ccc(CO)o3)CC2)CC1	11.8	-3.9	1.9	0.7	-19.1	i	-19.6	5.1	-3.7	-1.6
C[C@@H](C(=O)CC(=O)OC(C)(C)C)[C@@H](O)c1c(F)cccc1Cl	21.1	-10.5	4.2	1.5	4.6	i	6.7	0.1	1.8	-4.7
COc1ccc(C(=O)Nc2ccc(NC(=O)C(C)C)nc2)cc1	26.6	-8.9	-0.2	-10.4	-12.5	i	-2.6	-3.4	-3.1	-3.0
O=C1C2C3C=CC(C3)C2C(=O)N1/N=C/c1cc(Br)cc([N+](=O)[O-])c1O (centres undefined)	38.5	-0.8	5.5	0.5	18.0	i	-2.4	1.6	0.6	3.6
COc1cccc(C(=O)Nc2cccnc2)c1OC	19.1	.	1.3	5.4	-12.5	i	-9.7	-1.4	0.0	0.9
CC(=O)c1ccc(N=C2SCCCN2C(=O)C2CCCCC2)cc1	10.0	3.3	-4.3	-0.6	-8.4	i	4.6	0.2	0.9	-18.0
New compounds follow.
SMILES	AI-2 QS mod	Dyrk1A ADPGlo	HDAC3 inhib	GSK3A inh	HSF1 activator	PolyA inhibitor	HSF1 inh	Platelet DG rel	HSP90 inh	GSK3beta inhib
O=c1cc[nH]c2cccc(Cc3ccccc3)c12	7.6	6.1	1.3	2.3	-10.5	i	-0.6	-1.1	1.9	-1.3
CCOc1ccc(CCNC(=O)CSCC(=O)Nc2cccc(C)c2)cc1OCC	25.8	15.1	-1.6	-1.9	-12.3	i	-7.1	-13.1	.	-0.6
CCOc1ccc(-c2nn(-c3ccccc3)cc2/C=C(\C#N)S(=O)(=O)c2ccccc2)cc1C	3.7	-0.8	6.9	-6.2	45.9	i	17.6	-34.1	0.9	-5.0
O=C(CSc1nc2ccccc2c(=O)n1NC(=O)Cc1ccccc1)NCCc1ccccc1	20.1	-4.7	12.1	-0.1	-17.0	i	-4.6	-6.0	2.8	1.7
O=S1(=O)CCOCCCN1Cc1ccc(Cl)cc1	10.0	7.0	-10.2	0.1	-1.0	i	1.6	-2.8	-6.4	1.4
CC(C)c1ccc(S(=O)(=O)N2CCC(C(=O)N3CCC3)CC2)cc1	-5.8	5.3	-1.0	-5.9	-20.0	i	2.0	4.2	.	1.7
